ZTA counter: counter-screen for EBNA-1 inhibitors: inhibitors of Epstein-Barr virus ZTA. P03206. inhibition, % at 11 µM. 320,000 compounds, 0.15% hits. ZTA-DNA binding, fluorescence polarization. AID 2234; in the data active = inhibition above about 33%
Target sequence (P03206 whole entry, looked up): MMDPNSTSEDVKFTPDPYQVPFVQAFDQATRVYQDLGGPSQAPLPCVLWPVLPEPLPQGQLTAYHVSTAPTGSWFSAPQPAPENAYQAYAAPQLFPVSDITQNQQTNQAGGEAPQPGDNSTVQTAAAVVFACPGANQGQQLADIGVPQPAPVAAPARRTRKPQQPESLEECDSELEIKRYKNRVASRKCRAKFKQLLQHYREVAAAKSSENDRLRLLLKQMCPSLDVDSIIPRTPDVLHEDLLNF
PREPL inh: human PREPL enzyme inhibition; Q4J6C6; recombinant PREPL, fluorescence polarization activity-based probe; inhibition, % at 5.96 µM; 320,000 compounds, 0.68% hits; in the data active = inhibition above about 43%;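 note: 0% = enzyme with DMSO and 100% = wells lacking enzyme; many of its hits are not listed in these tables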
EBNA-1 inh: blocks EBNA-1 binding to DNA | 300,000 compounds, 0.34% hits | EBNA-1 DNA binding, fluorescence polarization | inhibition, % at 14.8 µM | AID 1950; in the data active = inhibition above about 28%
LYPLA1 inh: counter-screen for PME1 inhibitors: inhibitors of human LYPLA1 | O75608 | recombinant LYPLA1, FP-Rh probe fluorescence polarization | inhibition, % at 5.9 µM | 320,000 compounds, 0.16% hits | AID 2174;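 active = inhibition above the mean of all tested compounds plus 3 SD, set per campaign, cut at about 14% in these data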;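 note: inhibitors block serine hydrolase probe labeling of LYPLA1 so polarization falls; 0% = enzyme with DMSO and 100% = wells lacking LYPLA1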
Target sequence (O75608 whole entry, looked up): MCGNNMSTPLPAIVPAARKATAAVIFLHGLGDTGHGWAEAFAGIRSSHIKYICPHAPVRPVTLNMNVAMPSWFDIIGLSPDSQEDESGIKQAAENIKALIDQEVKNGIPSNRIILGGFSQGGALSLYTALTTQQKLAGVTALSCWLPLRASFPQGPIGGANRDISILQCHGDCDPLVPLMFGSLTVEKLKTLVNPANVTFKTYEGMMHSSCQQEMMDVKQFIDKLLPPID
PAFAH1B3 inh: blocks human PAF acetylhydrolase 1B catalytic subunit 3 | Q15102 | recombinant PAFAH1B3, FP-rhodamine probe, fluorescence polarization | inhibition, % at 3.39 µM | 340,000 compounds, 0.28% hits | AID 492972;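 active = inhibition above the screen-wide average of all tested compounds plus 3 SD, cut at about 25% in these data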;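 note: 0% = enzyme with DMSO only and 100% = wells lacking PAFAH1B3 protein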
Target sequence (Q15102 whole entry, looked up): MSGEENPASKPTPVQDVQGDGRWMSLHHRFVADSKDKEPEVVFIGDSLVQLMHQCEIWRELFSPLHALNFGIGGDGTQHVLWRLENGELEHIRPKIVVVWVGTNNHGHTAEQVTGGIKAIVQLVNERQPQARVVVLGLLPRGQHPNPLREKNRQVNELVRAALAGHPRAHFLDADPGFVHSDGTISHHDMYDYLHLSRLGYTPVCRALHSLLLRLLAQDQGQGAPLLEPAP
GSTO1 counter: GSTO1 inhibition, counter-screen for RBBP9 inhibitors; P78417; recombinant GSTO1, activity-based probe fluorescence polarization; inhibition, % at 5.96 µM; 300,000 compounds, 1.1% hits; AID 1974;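 active = inhibition above the campaign mean inhibition plus 3 SD, cut at about 35% in these data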;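 note: 0% = GSTO1-1 with DMSO and 100% = wells lacking GSTO1-1 enzyme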
PAFAH2 inh: inhibitors of human PAFAH2; Q99487; recombinant PAFAH2, FP-rhodamine activity probe, fluorescence polarization; inhibition, % at 3.39 µM; 340,000 compounds, 0.99% hits;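 active = inhibition above the mean over all tested compounds plus 3 SD, cut at about 30% in these data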;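 note: inhibitors block probe labeling of enzyme so polarization drops; 0% = enzyme with DMSO and 100% = wells lacking PAFAH2 protein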
PAD4 FP inh: PAD4 (human) enzyme inhibition | Q9UM07 | recombinant PAD4, RCA probe fluorescence polarization | inhibition, % at 6.36 µM | 330,000 compounds, 0.41% hits;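 active = percent inhibition above a cutoff equal to the mean of all tested compounds plus 3 SD, cut at about 15% in these data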;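 note: 0% = PAD4 with RCA probe and DMSO and 100% = probe without PAD4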
LYPLA2 inh: counter-screen for PME1 inhibitors: inhibitors of human LYPLA2; recombinant LYPLA2, FP-Rh probe fluorescence polarization; inhibition, % at 5.9 µM; 320,000 compounds, 0.38% hits; AID 2177;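 active = inhibition above the screen-wide mean plus 3 SD, limit set per campaign, cut at about 26% in these data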;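 note: 0% = LYPLA2 with DMSO and 100% = wells lacking LYPLA2 enzyme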
Target sequence (O95372 whole entry, looked up): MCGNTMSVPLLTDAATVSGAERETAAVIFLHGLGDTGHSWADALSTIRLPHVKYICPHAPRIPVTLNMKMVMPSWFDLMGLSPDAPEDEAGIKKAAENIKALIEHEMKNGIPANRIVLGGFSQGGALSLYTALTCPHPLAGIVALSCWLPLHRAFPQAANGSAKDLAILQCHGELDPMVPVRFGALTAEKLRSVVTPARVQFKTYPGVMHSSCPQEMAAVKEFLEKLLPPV
* marks the source's active call; other numbers are inactive results; / = no result given. Not all compounds are listed, so the mix of outcomes need not match the whole.

SMILES | ZTA counter | PREPL inh | EBNA-1 inh | LYPLA1 inh | PAFAH1B3 inh | GSTO1 counter | PAFAH2 inh | PAD4 FP inh | LYPLA2 inh
O=C(CN1CCN(CN2C(=O)NC3(CCCCCC3)C2=O)CC1)Nc1cccc(F)c1 | -3 | 5 | / | 1 | 1 | / | 4 | 4 | 4
CCCc1[nH]nc2c1C(c1ccc(OC(=O)N3CCOCC3)c(OC)c1)C(C#N)=C(N)O2 (configuration not stated) | -2 | 15 | 5 | 2 | 6 | 2 | 3 | -1 | 5
Cc1nc(-c2ccc(NC(=O)c3ccccc3)cc2)cs1 | -11 | 9 | 3 | -2 | 9 | -9 | 1 | -1 | 5
Cc1ccc(S(=O)(=O)CCC(=O)OCC(=O)c2ccc(C)c(C)c2)cc1 | 2 | -4 | 3 | -2 | 9 | 5 | -1 | 0 | -7
CC(=O)N1CCN(C(=S)Nc2ccc(SC(F)F)cc2)CC1 | -4 | 2 | -8 | -3 | 2 | 3 | -2 | -1 | 7
O=C(c1ccccc1F)N1CCN(c2ccc([N+](=O)[O-])c(NCc3cccnc3)c2)CC1 | -16 | 14 | -5 | -3 | / | -12 | / | 5 | 6
CCCOc1ccc(/C=N\NC(=O)CCc2n[nH]c(=O)[nH]c2=O)cc1OC | 9 | 7 | 2 | -2 | 4 | -3 | 0 | -1 | -5
Cc1ccccc1S(=O)Cc1ccc(C(=O)NC2CC2)o1 (configuration not stated) | 6 | -1 | 9 | 0 | -2 | -5 | -6 | 0 | 2
O=S(=O)(c1ccc(F)c(Cl)c1)N1CCCC1 | -3 | -2 | -4 | 2 | -6 | 4 | -6 | 2 | 2
CCOC(=O)C1(CC2CCCCO2)CCN(S(=O)(=O)c2cc(C)cs2)CC1 (configuration not stated) | -2 | 11 | -4 | 2 | -6 | -1 | 3 | 1 | 2
COc1ccc(CCNCC(O)Cn2c3ccccc3c3ccccc32)cc1OC (configuration not stated) | -7 | 8 | 3 | 2 | 3 | 6 | -3 | -1 | -4
O=C(NCc1ccc(F)cc1)c1cccs1 | -3 | 15 | -16 | 2 | -2 | 2 | 0 | -1 | 8
CC(=O)Nc1ccc(C(=O)NNC(=O)Cc2ccccc2)cc1 | 12 | 8 | -3 | -2 | 4 | 0 | 5 | -1 | 0
COc1cc(/C=C(\C#N)C(=O)Nc2cccc3ncccc23)ccc1O | -7 | 17 | -6 | 3 | / | 12 | / | 1 | 5
CN(CC(=O)Nc1c(Cl)cccc1Cl)C(=O)c1cc2ccccc2cc1O | 5 | -2 | -6 | 0 | 3 | 9 | 7 | -1 | -2
CC(C)COc1cccc(C(=O)Nc2ccc(S(=O)(=O)N3CCOCC3)cc2)c1 | 7 | 2 | -5 | -18 | -3 | -2 | -14 | -2 | 13
COc1ccc2nnc(-c3ccc(C(F)(F)F)cc3)n2n1 | 0 | 10 | 11 | 3 | 12 | 27 | 0 | 1 | -4
C=CCc1ccccc1OCC(O)CN1CCN(c2ccccc2OC)CC1 (configuration not stated) | 4 | 9 | 6 | -1 | -5 | 2 | -5 | 2 | -1
Cc1ccc(C)c(C(=O)NC(C)c2ccc(-n3ccnc3)cc2)c1 (configuration not stated) | -11 | 1 | -5 | -2 | 5 | 7 | -3 | 6 | -6
CCOC(=O)c1c(N)sc(N)c1C(=O)OCC | 2 | -4 | -1 | 2 | -10 | 5 | 2 | -4 | 3
Nc1nc2c(Cl)cc(Cl)cc2s1 | -4 | 1 | -14 | -1 | -2 | -3 | -3 | -2 | -1
COC(=O)/C(C#N)=C\c1c(OC)[nH]c2ccccc12 | 10 | -2 | 5 | 20* | 3 | -6 | 9 | 3 | -1
CC1CCN(S(=O)(=O)c2ccc(NC(=O)c3ccncc3)cc2)CC1 | 1 | 5 | -10 | -3 | 14 | 0 | -3 | 1 | 0
CCC(CCC(=O)NNC(=O)Cc1ccc([N+](=O)[O-])cc1)C(=O)O (configuration not stated) | 0 | 5 | 5 | 6 | 0 | 7 | -1 | -3 | 6
Cc1ccc(C(C)C)c(OCc2ccc(-c3nnco3)cc2)c1 | -6 | 15 | 8 | -4 | 2 | 1 | 0 | -4 | 4
NC(=O)c1ccc(NC(=O)COC(=O)CCC(=O)c2ccc(Cl)cc2)cc1 | -9 | -12 | -1 | -1 | 0 | 2 | 4 | -1 | 2
Cc1c(C(=O)NCc2cccs2)oc2ccc(S(=O)(=O)N3CCOCC3)cc12 | 15 | -1 | 0 | 1 | 8 | 1 | -2 | 3 | 1
COc1ccc(NC(=O)c2cc3c(s2)CCC3)cc1S(=O)(=O)N1CCOCC1 | -15 | 7 | 3 | -5 | 0 | -10 | 7 | -5 | -2
O=C(CCn1c(=S)[nH]c2ccccc2c1=O)NCC1CCCO1 (configuration not stated) | -6 | 14 | 16 | -1 | 8 | 2 | -10 | 5 | -8
Cc1ccc(C(=O)N(c2c(C)n(C)n(-c3ccccc3)c2=O)C(C)C)cc1 | -18 | 17 | -5 | 3 | 0 | 2 | 2 | 4 | 3
COC(=O)c1cn(CCOc2ccccc2)c2ccccc12 | -4 | -12 | -4 | -4 | 2 | 3 | 2 | -14 | 5
Cc1ccc(OCCCN2CCCC2)c(C)c1 | -6 | 11 | -6 | -2 | 5 | 2 | 2 | 2 | 7
COC(=O)Nc1nnc(-c2ccccc2Cl)s1 | -13 | -9 | 3 | 0 | 5 | -1 | -8 | -1 | 0
CCOCCOC(=O)C(C)Oc1ccc(Oc2nc(Cl)ccc2Cl)cc1 (configuration not stated) | -12 | 12 | -13 | -2 | 3 | 7 | 7 | -1 | 1
CC(C)OCCCNC(=O)NC(=O)c1ccc(Cl)cc1 | 5 | -8 | 1 | 0 | 5 | 0 | 6 | 0 | -2
COC(=O)c1cc(NC(=O)C2COc3ccccc3O2)ccc1Cl (configuration not stated) | -1 | 10 | 12 | -4 | 8 | 1 | -8 | 6 | -4
COc1ccc(N2CCN(CCNS(=O)(=O)c3ccc(C)cc3)CC2)cc1 | -12 | 11 | -16 | -2 | -4 | -3 | 13 | -3 | 3
COc1ccc(OC)c(NC(=O)CN(Cc2ccccc2)S(C)(=O)=O)c1 | 9 | 6 | -3 | 0 | 7 | 2 | 0 | -4 | 0
OCCNC1=NCCN1 | -4 | -6 | 7 | 3 | 6 | 10 | -5 | -1 | 9
COc1ccc(-c2cc(C(=O)N3CC(C)CC(C)C3)c3ccccc3n2)cc1OC (configuration not stated) | 9 | -7 | 0 | 0 | -1 | 4 | 9 | 3 | 0
CC1CCc2c(sc(NC(=O)c3cccn3C)c2C(N)=O)C1 (configuration not stated) | / | 18 | / | / | 3 | / | 5 | 1 | /
O=C(CN1CCN(c2ccc(Cl)cc2)CC1)Nc1ccc(F)cc1 | 8 | 28 | 0 | 2 | 6 | 10 | -11 | -4 | 10
CC(C)(C)C(=O)Nc1ccc(-c2nc3ccccc3c(=O)o2)cc1 | 9 | 4 | 0 | 0 | 1 | -5 | -10 | -1 | -2
COc1ccc(S(=O)(=O)NC2CCSc3ccccc32)cc1OC (configuration not stated) | -3 | 1 | 0 | -2 | -6 | 5 | -10 | 1 | 1
CCN(Cc1ccccc1)C(=O)Cn1c(=O)n(CCC(=O)N2CCCCC2)c(=O)c2sccc21 | 3 | 7 | 7 | 0 | 7 | -2 | 1 | -2 | 8
CCn1ncc(/C=N/N=C2\CCC3C4CCc5cc(O)ccc5C4CCC23C)c1C (configuration not stated) | 18 | 8 | -1 | -1 | -4 | 3 | -10 | -4 | -1
O=C(N/N=C/c1cccc([N+](=O)[O-])c1O)C(O)(c1ccccc1)c1ccccc1 | -4 | 11 | -13 | 0 | 12 | 1 | -3 | -4 | -2
CN(Cc1ccccc1)Cc1nc2c(c(=O)n(C)c(=O)n2C)n1Cc1ccc(F)cc1 | -8 | 7 | 5 | -5 | 0 | -5 | 1 | -3 | -5
Cc1ccc(-c2nnnn2C2C/C(=N\NC(N)=S)C3OCC2O3)cc1 (configuration not stated) | -9 | 3 | -7 | 1 | -2 | -2 | 4 | -4 | -1
CS(=O)(=O)c1ccc2sc(NC(=O)c3cc4ccccc4o3)nc2c1 | -5 | 7 | 1 | 1 | 4 | -11 | -4 | 3 | -6
CC(C)NC(=O)c1ccccc1N(Cc1ccccc1)S(C)(=O)=O | 16 | 7 | -5 | 1 | 8 | 0 | 0 | -2 | 2
CC(C)NC(=O)CN1CCN(C(=O)CCl)CC1 | 1 | 0 | 1 | 0 | -7 | 38* | -2 | -3 | 0
CCOC(=O)Cc1c(C)nc2c(-c3ccccc3)c[nH]n2c1=O | 0 | 7 | 4 | 2 | -1 | 1 | 2 | 1 | 0
CCOc1ccc(S(=O)(=O)Nc2nc3ccccc3nc2Nc2ccc(N3CCOCC3)cc2)cc1 | 10 | 17 | 9 | -2 | 5 | 23 | 19 | 9 | 0
CC(C)(C)c1ccc(C(=O)NCC(=O)OCc2ccc([N+](=O)[O-])cc2)cc1 | -5 | 12 | -11 | 3 | -4 | 1 | -11 | -4 | 4
Cc1ccc(CN2CCC(CNC(=O)Nc3ccccc3F)CC2)cc1 | -7 | 10 | -10 | 1 | 12 | 4 | 6 | -5 | 4
COc1cccc(C=Nc2cc(C)on2)c1O | 6 | 16 | 2 | 1 | 2 | 6 | 2 | -4 | 6
O=C(CCl)N(c1ccccc1)C1CCS(=O)(=O)C1 (configuration not stated) | 1 | 0 | 4 | 4 | 5 | 79* | -6 | 0 | 5
COc1cc(C2C(C#N)=C(N)Oc3c2ccc2ccccc32)ccc1OCC(=O)Nc1ccc(C)cc1 (configuration not stated) | -5 | 33 | 9 | -13 | -17 | -13 | -31 | 1 | -16
O=C(c1cc(-c2ccco2)on1)N1CCOCC1 | 1 | 3 | 7 | 5 | 5 | 5 | -1 | 0 | 12
Carrying on.
SMILES | ZTA counter | PREPL inh | EBNA-1 inh | LYPLA1 inh | PAFAH1B3 inh | GSTO1 counter | PAFAH2 inh | PAD4 FP inh | LYPLA2 inh
O=C(CSc1nnc(-c2cccs2)o1)OCc1ccccc1 | -7 | -9 | -10 | 1 | 5 | 0 | -8 | 3 | 3
O=C(CCC1CCCCC1)NCc1ccccn1 | -11 | -3 | -1 | -1 | 6 | -4 | -6 | 2 | 0
CCOC(=O)c1c(C)[nH]c(C)c1S(=O)(=O)NC1CCN(C(=O)OCC)CC1 | 2 | 7 | 5 | 0 | 8 | 13 | -4 | 2 | 7
Cc1ccc(-n2nc3c(c2NC(=O)C(C)C)CS(=O)(=O)C3)cc1 | 10 | -4 | 8 | 0 | 4 | -7 | 1 | -4 | 3
CCN(CC)CCNC(=O)c1ccc(NC(=O)C2CC(=O)N(c3ccc4c(c3)OCCO4)C2)cc1 (configuration not stated) | 2 | -4 | -5 | -4 | -2 | -6 | 6 | 6 | -7
CCOC(=O)Cc1c(C)nc2c(-c3ccc(OC)cc3)c(C)nn2c1C | 14 | 11 | -9 | 1 | 1 | 2 | 4 | -2 | -2
C/C(=N\OCc1ccc(C#N)cc1)c1ccccc1 | 1 | -2 | -7 | -4 | 1 | 12 | 3 | 0 | -7
COc1cccc(C(=O)Nc2ccc3nc(N4CCOCC4)cc(C)c3c2)c1 | -3 | 20 | 4 | 1 | 2 | 2 | 0 | -6 | 2

Compound activity (PubChem)
